Screening data from PubChem.
ATG4B inh – ATG4B protease inhibitors, primary screen, biochemical, fluorescence, uHTS; Cysteine protease ATG4B (Homo sapiens), Q9Y4P1; ATG4B cleavage of LC3-PLA2, NBD-HPC fluorescence, 1 h; inhibition, % at 8.33 µM; hit rate 0.51% among 340,000; AID 504462, 2011; in the data active = inhibition above about 40%
Target sequence (Q9Y4P1 whole entry, looked up): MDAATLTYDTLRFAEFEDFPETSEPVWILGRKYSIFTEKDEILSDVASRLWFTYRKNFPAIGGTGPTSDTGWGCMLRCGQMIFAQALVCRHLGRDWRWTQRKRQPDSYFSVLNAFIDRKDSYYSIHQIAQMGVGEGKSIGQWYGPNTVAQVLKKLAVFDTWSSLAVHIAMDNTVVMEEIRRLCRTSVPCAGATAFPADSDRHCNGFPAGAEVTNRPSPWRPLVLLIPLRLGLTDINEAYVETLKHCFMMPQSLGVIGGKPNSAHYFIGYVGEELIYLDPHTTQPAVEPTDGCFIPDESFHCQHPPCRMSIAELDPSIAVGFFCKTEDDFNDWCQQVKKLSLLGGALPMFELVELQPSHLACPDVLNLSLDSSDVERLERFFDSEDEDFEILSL
beta cell repl – inducers of MIN6 beta-cell proliferation, primary screen, ATP luminescence, uHTS | MIN6 cells proliferation, ATPlite luminescence, 48 h; cells starved in 0.2% serum; 100% = growth in 10% serum | proliferation, % at 10 µM | hit rate 0.29% among 330,000;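 active = compounds whose signal lies at least 3.5 SD above the mean of all wells on their plate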;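 note: 0% = DMSO-treated cells in low-serum medium and 100% = 10% serum control; some compounds called inactive have numbers as strong as hits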
A3A deaminase – APOBEC3A ssDNA deaminase inhibitors, primary screen, selectivity assay for APOBEC3G inhibitor project, biochemical, FAM/TAMRA oligo cleavage fluorescence; inhibition, % at 20 µM; recombinant A3A, FAM/TAMRA ssDNA deamination fluorescence; AID 493011, 2011; DNA dC->dU-editing enzyme APOBEC-3A (Homo sapiens), P31941; hit rate 0.41% among 330,000;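 active = at least 40% inhibition at 20 µM here, with at most 30% in a related deaminase screen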;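 note: plate controls were A3A with DMSO for no effect and wells lacking A3A enzyme for full effect; some results filed as inactive read as strong as hits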
Target sequence (P31941 whole entry, looked up): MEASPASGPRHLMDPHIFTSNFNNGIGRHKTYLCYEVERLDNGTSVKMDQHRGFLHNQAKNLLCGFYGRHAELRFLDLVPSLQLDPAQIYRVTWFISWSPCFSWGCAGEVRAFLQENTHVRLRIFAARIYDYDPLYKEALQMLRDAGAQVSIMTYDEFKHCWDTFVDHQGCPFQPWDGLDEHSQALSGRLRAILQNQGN
hIAP inh – human IAP inhibitors, primary screen, biochemical, luminescence, uHTS; Intestinal-type alkaline phosphatase (Homo sapiens), P09923; purified IAP, CDP-Star luminescence, 30 min; inhibition, % at 10 µM; hit rate 0.12% among 330,000;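 active = inhibition reaching a set limit with compound at 10 µM in the primary screen, cut at about 35% in these data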;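 note: plate controls were DMSO wells with enzyme for no effect and no-enzyme buffer wells for full effect; values of inactives mirror those of a sister screen read the other way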
mIAP act – activators of mouse IAP, primary screen, biochemical, luminescence, uHTS | intestinal alkaline phosphatase [Mus musculus] | muIAP, CDP-Star luminescence, 30 min; active compounds read high; 1 = vehicle-only enzyme signal, 0 = enzyme-free wells | activation factor at 10 µM | hit rate 0.24% among 330,000 | AID 2805, 2010;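 active = activation factor of at least 2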; note: the source names both 10 and 20 µM as test concentration; values of inactives mirror those of a sister screen read the other way
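System: Mouse IAP enzyme | Also added: CDP-Star substrate | Dosing: Compounds dispensed in DMSO | Schedule: 30 min enzyme-substrate-compound incubation at room temperature | Technique: Chemiluminescence readout | Control set: DMSO-only wells and no-enzyme negative control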
hIAP activ – human IAP activators, primary screen, biochemical, luminescence, uHTS; activation factor at 10 µM; Intestinal-type alkaline phosphatase (Homo sapiens), P09923; hit rate 0.16% among 330,000; purified human IAP, CDP-Star luminescence, 30 min; active compounds read high; 1 = vehicle-only enzyme, 0 = enzyme-free background;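 active = activation factor of the enzyme at least 2-fold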; note: the source names both 10 and 20 µM as test concentration; values of inactives mirror those of a sister screen read the other way
APOBEC3G inh – APOBEC3G DNA deaminase inhibitors, primary screen, biochemical, fluorescence, single-stranded DNA substrate, uHTS. hit rate 0.28% among 330,000. recombinant A3G, ssDNA deamination FAM/TAMRA fluorescence. DNA dC->dU-editing enzyme APOBEC-3G (Homo sapiens), Q9HC16. inhibition, % at 20 µM. AID 493012, 2011;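 active = inhibition of at least 40% at 20 µM, with no more than 30% in the related APOBEC3A deaminase screen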;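 note: plate controls were DMSO wells with A3G for no effect and wells lacking A3G enzyme for full effect; some compounds called inactive have numbers as strong as hits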
Target sequence (Q9HC16 whole entry, looked up): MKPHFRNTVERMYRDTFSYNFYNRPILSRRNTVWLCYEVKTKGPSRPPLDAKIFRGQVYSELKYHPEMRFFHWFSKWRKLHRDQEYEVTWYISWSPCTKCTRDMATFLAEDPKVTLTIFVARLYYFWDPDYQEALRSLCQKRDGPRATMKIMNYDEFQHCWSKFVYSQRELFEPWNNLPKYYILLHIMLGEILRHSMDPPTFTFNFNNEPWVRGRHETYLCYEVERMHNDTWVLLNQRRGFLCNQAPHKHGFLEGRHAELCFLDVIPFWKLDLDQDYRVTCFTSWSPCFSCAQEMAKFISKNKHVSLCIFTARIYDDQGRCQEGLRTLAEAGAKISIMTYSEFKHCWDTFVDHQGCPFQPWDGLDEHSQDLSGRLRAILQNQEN
mIAP block – inhibitors of mouse IAP, primary screen, biochemical, luminescence, uHTS; intestinal alkaline phosphatase [Mus musculus]; purified mouse IAP, CDP-Star luminescence, 30 min; inhibition, % at 10 µM; hit rate 0.2% among 330,000; AID 2806, 2010;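 active = inhibition of at least 40% at 10 µM in the primary screen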;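 note: plate controls were DMSO with enzyme for no effect and no enzyme wells for full effect; values of inactives mirror those of a sister screen read the other way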
MPTP inh – mitochondrial permeability transition pore inhibitors, primary screen, biochemical, isolated mouse mitochondria, absorbance. inhibition, % at 10 µM. Ca2+ swelling absorbance, 30 min. hit rate 1.4% among 360,000;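 active = inhibition of 50% or more, scaled per plate between neutral and stimulator controls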;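 note: 0% = DMSO wells given calcium and 100% = 1 mM EGTA wells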
The depositor's hits bear a star.

SMILES | ATG4B inh | beta cell repl | A3A deaminase | hIAP inh | mIAP act | hIAP activ | APOBEC3G inh | mIAP block | MPTP inh
Cc1cc(C)c(C)c(OCCOCCN2CCOCC2)c1 | 4 | 2 | -4 | -11 | 1.2 | 1.1 | -8 | -17 | -0.2
CC1CC(C)CN(CC(=O)N2c3ccccc3CCc3ccccc32)C1 (stereo not given) | -1 | 3 | -2 | 3 | 0.95 | 0.97 | -7 | 5 | -0.4
COc1cc(NC(=O)CN(C)S(=O)(=O)c2ccc3c(c2)CC(C)N3C(C)=O)cc(OC)c1OC (stereo not given) | -1 | -4 | -1 | -10 | 0.97 | 1.1 | -4 | 3 | 0.5
COCCNC(=S)N/N=C(\C)c1ccc(Cl)c(Cl)c1 | -3 | -3 | -9 | -8 | 0.9 | 1.1 | -19 | 10 | -2.1
COc1ccc(OC)c(N(CC(=O)Nc2ccc3c(c2)OCCO3)S(C)(=O)=O)c1 | -8 | -2 | -1 | 1 | 0.98 | 0.99 | -1 | 2 | -1.8
CC12CN3CC(C)(CN(C1)C3c1ccccc1)C2O (stereo not given) | -8 | -2 | 0 | 8 | 1 | 0.92 | -8 | -3 | 0.9
CCCCCCCCNC(=O)c1cccnc1SCC(=O)Nc1ccccc1OC | 4 | 2 | -3 | 9 | 0.93 | 0.91 | -3 | 7 | 20
O=C(c1ccccc1)c1ccc2nc[nH]c2c1 | -2 | -2 | 2 | -34 | 0.83 | 1.3 | -1 | 17 | -1.0
CN(C)C(=O)CN1C(=O)c2cccc3cccc1c23 | 6 | -4 | -8 | 5 | 0.98 | 0.95 | -4 | 2 | -2.2
Cc1ccc(-n2nnnc2-c2ccccc2Br)cc1 | 0 | -1 | -2 | 1 | 1 | 0.99 | -2 | -2 | 1.1

A draw from above in order of formula weight, rising.
SMILES | ATG4B inh | beta cell repl | A3A deaminase | hIAP inh | mIAP act | hIAP activ | APOBEC3G inh | mIAP block | MPTP inh
O=C(c1ccccc1)c1ccc2nc[nH]c2c1 | -2 | -2 | 2 | -34 | 0.83 | 1.3 | -1 | 17 | -1.0
CN(C)C(=O)CN1C(=O)c2cccc3cccc1c23 | 6 | -4 | -8 | 5 | 0.98 | 0.95 | -4 | 2 | -2.2
CC12CN3CC(C)(CN(C1)C3c1ccccc1)C2O (stereo not given) | -8 | -2 | 0 | 8 | 1 | 0.92 | -8 | -3 | 0.9
COCCNC(=S)N/N=C(\C)c1ccc(Cl)c(Cl)c1 | -3 | -3 | -9 | -8 | 0.9 | 1.1 | -19 | 10 | -2.1
CC1CC(C)CN(CC(=O)N2c3ccccc3CCc3ccccc32)C1 (stereo not given) | -1 | 3 | -2 | 3 | 0.95 | 0.97 | -7 | 5 | -0.4
COc1ccc(OC)c(N(CC(=O)Nc2ccc3c(c2)OCCO3)S(C)(=O)=O)c1 | -8 | -2 | -1 | 1 | 0.98 | 0.99 | -1 | 2 | -1.8
COc1cc(NC(=O)CN(C)S(=O)(=O)c2ccc3c(c2)CC(C)N3C(C)=O)cc(OC)c1OC (stereo not given) | -1 | -4 | -1 | -10 | 0.97 | 1.1 | -4 | 3 | 0.5

Next part:
SMILES | ATG4B inh | beta cell repl | A3A deaminase | hIAP inh | mIAP act | hIAP activ | APOBEC3G inh | mIAP block | MPTP inh
O=C1c2cccnc2C(O)N1C1CCCCC1 (stereo not given) | 3 | 0 | 4 | 16 | 0.98 | 0.84 | 0 | 2 | -3.2
COc1ccc2nc(C)cc(Nc3ccccc3O)c2c1 | -1 | 1 | 1 | 11 | 0.94 | 0.89 | -5 | 6 | 0.1
c1ccc(-c2noc(CC3CCCCC3)n2)nc1 | -2 | -2 | 1 | 5 | 1 | 0.95 | -1 | -1 | -0.4
CCOC(=O)c1cnc2ccc(OC)cc2c1Nc1ccc(N2CCN(C)CC2)cc1 | -2 | -6 | 0 | 5 | 0.98 | 0.95 | -3 | 2 | -0.2
COc1cc(NC(=O)C2CCCN2C(=O)C2CCC(C)CC2)cc(OC)c1OC (stereo not given) | 9 | 4 | -3 | -3 | 0.87 | 1 | -5 | 13 | 0.8
CC(C)(C)c1ccc(-c2nnc(SCC(=O)NC3CC3)o2)cc1 | 6 | -4 | 5 | -9 | 1.2 | 1.1 | -7 | -17 | -0.2
O=C(NC1CCCCC1)c1ccccc1NC(=O)C1CC(=O)N(c2ccc(Cl)cc2)C1 (stereo not given) | -6 | -2 | -4 | 2 | 1 | 0.97 | -6 | 0 | 5.7
O=C(Nc1cc(F)ccc1F)c1ccc(-n2cncn2)c([N+](=O)[O-])c1 | 5 | -6 | 16 | -6 | 1.1 | 1.1 | 6 | -7 | 0.0
Cc1ccc(CNC(=O)COC(=O)c2cc(=O)[nH]c3ccccc23)cc1 | 0 | 3 | -4 | -8 | 1.1 | 1.1 | -1 | -9 | 0.0
CCC(OC(=O)CNS(=O)(=O)c1ccccc1)C(=O)c1ccccc1 (stereo not given) | -9 | 0 | -2 | 13 | 0.93 | 0.87 | -5 | 7 | 0.1
COc1ccccc1NC(=O)Nc1ccccc1Br | 0 | 5 | -1 | 8 | 0.98 | 0.92 | 1 | 2 | 4.2
COc1cc(-c2cc(C(=O)Nc3ccncc3)c3ccccc3n2)cc(OC)c1OC | 0 | 2 | -4 | -2 | 0.88 | 1 | -5 | 12 | -0.8
Cc1cc(Cl)ccc1OCC(=O)Nc1ccccc1N1CCOCC1 | 8 | -4 | -2 | 4 | 1 | 0.96 | -4 | 0 | 1.1
O=C(Cc1ccccc1)NNC(=O)c1cccs1 | 2 | 0 | -3 | 2 | 0.92 | 0.98 | -5 | 8 | -0.2
Cc1ccc(/C=N/NC(=S)NC(C)C)o1 | -1 | -2 | -8 | -4 | 0.97 | 1 | -7 | 3 | 0.1
O=[N+]([O-])c1cccc(/C=N/n2cnnc2)c1 | -3 | -1 | -1 | -4 | 0.96 | 1 | -10 | 4 | 1.0
Cc1cc2ccccc2cc1CN1CCCCC1 | 6 | 2 | -4 | 15 | 0.91 | 0.85 | -4 | 9 | 0.9
CC1CN2C(c3ccc([N+](=O)[O-])cc3)=CSC2=N1 (stereo not given) | 7 | 5 | -7 | 6 | 0.94 | 0.94 | -9 | 6 | -1.7
COc1ccc([N+](=O)[O-])c2c(=O)ccoc12 | -4 | -2 | 5 | 9 | 0.94 | 0.91 | 4 | 6 | -2.5
CCCCNC(=O)OCC(CC)NC(=O)OC(C)C (stereo not given) | -2 | -1 | -4 | -11 | 1.1 | 1.1 | -3 | -12 | -3.2

Of the compounds above, 2 contain bromine:
SMILES | ATG4B inh | beta cell repl | A3A deaminase | hIAP inh | mIAP act | hIAP activ | APOBEC3G inh | mIAP block | MPTP inh
Cc1ccc(-n2nnnc2-c2ccccc2Br)cc1 | 0 | -1 | -2 | 1 | 1 | 0.99 | -2 | -2 | 1.1
COc1ccccc1NC(=O)Nc1ccccc1Br | 0 | 5 | -1 | 8 | 0.98 | 0.92 | 1 | 2 | 4.2

Carrying on:
SMILES | ATG4B inh | beta cell repl | A3A deaminase | hIAP inh | mIAP act | hIAP activ | APOBEC3G inh | mIAP block | MPTP inh
Nc1cc(=O)[nH]c(SCC(=O)N2N=C(c3ccc(Cl)cc3)CC2c2ccco2)n1 (stereo not given) | 3 | -5 | -2 | -16 | 0.91 | 1.2 | -4 | 9 | -0.5
COC(=O)c1nc2nc(C)cc(=O)n2[nH]1 | 4 | -2 | -13 | -8 | 1 | 1.1 | -2 | 0 | 2.5
CC(C)CNc1cc(=O)n(C)c(=O)n1C | -2 | -3 | -4 | -18 | 1.1 | 1.2 | -6 | -10 | 0.7
Cc1nc2cc(-c3cccc(F)c3)nn2c(C)c1CCC(=O)NC(C)c1ccc2c(c1)OCCO2 (stereo not given) | -8 | -3 | -3 | -2 | 1.2 | 1 | -12 | -15 | -0.3
S=C(NCc1ccncc1)NC1CCCC1 | -2 | 1 | 0 | 9 | 1.1 | 0.91 | -5 | -6 | -1.1
O=C(COc1ccccc1Cl)NCC(c1cccs1)N1CCOCC1 (stereo not given) | -2 | -3 | 1 | -4 | 1 | 1 | -4 | -4 | -0.1
COc1ccc(S(=O)(=O)Nc2ccccc2C(=O)NCc2ccco2)cc1Br | 10 | -1 | -1 | -21 | 0.93 | 1.2 | -9 | 7 | -2.8
O=c1[nH]c2ccccc2c(=O)n1Cc1ccco1 | -6 | 1 | -5 | 3 | 1 | 0.97 | 0 | -1 | -0.5
Cc1ccc(S(=O)(=O)NCC(c2cccnc2)N2CCc3ccccc32)cc1 (stereo not given) | 3 | 0 | -6 | -2 | 1.1 | 1 | -9 | -11 | -0.3
COc1ccc(-n2c(SCC(=O)c3ccc[nH]3)nnc2-c2ccccc2)cc1 | 9 | 0 | -2 | 4 | 1.1 | 0.95 | -9 | -8 | -0.7
CC(C)(C)OC(=O)CN1c2cccc3cccc(c23)S1(=O)=O | 2 | -5 | -4 | -4 | 0.95 | 1 | -13 | 5 | 0.4
CC(=O)Nc1ccc(S(=O)(=O)N(C)c2ccc(OCCOc3cccc(C)c3)cc2)cc1 | -6 | -3 | 6 | 5 | 0.9 | 0.95 | -1 | 10 | 7.3
CCSc1nnc(NC(=O)C(C)(C(F)(F)F)C(F)(F)F)s1 | 4 | -1 | -5 | 11 | 0.95 | 0.89 | -7 | 5 | 26
Cc1noc(C)c1S(=O)(=O)Nc1ccc(C(=O)NC2CCCCCC2)cc1 | 1 | -2 | 0 | -2 | 1 | 1 | -3 | -2 | 0.2
O=C(NCc1ccccc1)NC1(C(=O)N2CCOCC2)CCCCC1 | 4 | 2 | -2 | -14 | 0.91 | 1.1 | -2 | 9 | -1.2
O=C(Cn1ncc(Cl)c(Cl)c1=O)c1ccc2c(c1)OCCO2 | 2 | -6 | 0 | 2 | 0.96 | 0.98 | -3 | 4 | 0.1
Cn1cnc(S(=O)(=O)N2CCN(C(c3ccccc3)c3ccccc3)CC2)c1 | 5 | -4 | -5 | -18 | 1 | 1.2 | -6 | -2 | -1.1
CNCC(O)C(O)C(O)C(O)CO (stereo not given) | -22 | -1 | 4 | 0 | 1 | 1 | 6 | -2 | -2.4
C=CCn1cnc2c(nnn2-c2ccc(Cl)cc2)c1=O | -10 | 0 | 10 | -10 | 0.97 | 1.1 | 3 | 3 | 0.5
O=C(O)CSc1nnc(Cn2nnc3ccccc32)n1CCc1ccccc1 | -5 | -3 | -2 | -14 | 1 | 1.1 | -6 | -2 | 0.2
CC1(C)C(=O)OC(c2c(F)c(F)c(F)c(F)c2F)C2(CCCCC2)C1=O (stereo not given) | 5 | -1 | -9 | -6 | 1.1 | 1.1 | -5 | -12 | 0.8
CN(Cc1cccnc1)C(=O)c1cc(S(=O)(=O)Nc2ccccc2F)ccc1Cl | 6 | -3 | 0 | -10 | 1.1 | 1.1 | -1 | -9 | -1.0
